Assay outcomes deposited in PubChem BioAssay by several laboratories.
CRFBP-R2 agonist = agonists of CRF-BP/CRF-R2 complex, primary screen, cell-based, HEK293, calcium dye fluorescence, uHTS | activation, % at 13.2 µM | 350,000 compounds, 0.46% hits | AID 588473, 2011 | calcium dye fluorescence (FLIPR); percent of saturating CRF peptide response | CRF-binding protein / CRF receptor 2 complex (human);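 active = activation of at least 50%, plus an integration ratio under a set limit after plate pattern correction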;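 note: plate controls were neutral control wells without compound for no effect and CRF at EC100 for full effect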
CHRM5 PAM = human M5 muscarinic receptor positive allosteric modulators, primary screen, CHO-K1 cells, Fluo-8 calcium fluorescence; Muscarinic acetylcholine receptor M5 (Homo sapiens), P08912; CHO-K1 hM5, ACh EC20 PAM; 0% = ACh EC20, 100% = ACh EC100; activation, % at 3 µM; 360,000 compounds, 0.3% hits;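 active = activation above the run cutoff, the mean activation of all test compounds plus 3 SD, cut at about 18% in these data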
Target sequence (P08912 whole entry, looked up): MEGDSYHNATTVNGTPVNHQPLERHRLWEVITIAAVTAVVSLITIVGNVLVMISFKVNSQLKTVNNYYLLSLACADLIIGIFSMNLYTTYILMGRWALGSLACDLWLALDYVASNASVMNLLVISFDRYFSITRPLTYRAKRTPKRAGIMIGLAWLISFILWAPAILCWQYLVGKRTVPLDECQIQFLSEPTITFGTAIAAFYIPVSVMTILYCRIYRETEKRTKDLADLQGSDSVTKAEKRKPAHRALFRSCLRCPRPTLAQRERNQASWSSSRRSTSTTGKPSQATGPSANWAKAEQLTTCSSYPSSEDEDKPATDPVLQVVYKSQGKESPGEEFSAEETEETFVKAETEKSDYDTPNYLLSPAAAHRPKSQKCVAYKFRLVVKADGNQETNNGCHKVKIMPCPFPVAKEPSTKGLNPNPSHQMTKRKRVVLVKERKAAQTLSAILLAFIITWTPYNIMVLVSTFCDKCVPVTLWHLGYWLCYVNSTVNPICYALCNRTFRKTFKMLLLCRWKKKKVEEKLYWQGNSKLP
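Test system: CHO-K1 hM5 cells / Doses: single-point, 3 µM nominal / Times: Post-acetylcholine fluorescence recording 140 s / Technique: Fluo-8 calcium fluorescence / Measure: Max/basal fluorescence ratio as % of EC20–EC100 ACh window / Benchmarks: low control EC20 acetylcholine (0%), high control EC100 acetylcholine (100%) / Replicates: one well per compound, no replicates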
CRFBP-R2 block = antagonists of CRF-BP/CRF-R2 complex, primary screen, cell-based, HEK293, calcium dye fluorescence, uHTS | CRF-induced calcium fluorescence | inhibition, % at 11.8 µM | 350,000 compounds, 0.59% hits | AID 588475, 2011;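 active = inhibition of the ligand-induced calcium signal above about 50% at the single tested concentration, limit read from the data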
CHRM5 agonist = human M5 muscarinic receptor agonists, primary screen, CHO-K1 cells, Fluo-8 calcium fluorescence; Muscarinic acetylcholine receptor M5 (Homo sapiens), P08912; CHO-K1 hM5 cells; 0% DMSO wells, 100% maximal acetylcholine response; activation, % at 3 µM; 360,000 compounds, 0.19% hits;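 active = activation above the run's mean over test compounds plus 3 SD, cut at about 23% in these data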;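 note: signal is peak over basal fluorescence ratio across the kinetic read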
M4 PAM = human M4 muscarinic receptor positive allosteric modulators, primary screen, CHO-K1 cells, Fluo-8 calcium fluorescence | CHO-K1 hM4/Gqi5, ACh EC20; 0% = ACh EC20, 100% = maximal ACh | activation, % at 3 µM | 360,000 compounds, 0.4% hits;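 active = activation above its plate's cutoff, the mean activation of sample wells plus 3 SD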; note: some results filed as inactive read as strong as hits
M1 PAM = human M1 muscarinic receptor positive allosteric modulators, primary screen, CHO-K1 cells, Fluo-8 calcium fluorescence, 1536-well. AID 588819, 2011. 360,000 compounds, 0.088% hits. CHO-K1 hM1, ACh EC20; 0% = ACh EC20, 100% = maximal ACh. activation, % at 3 µM; in the data active = activation above about 19%, passing the limit was not always enough
Target sequence (P11229 whole entry, looked up): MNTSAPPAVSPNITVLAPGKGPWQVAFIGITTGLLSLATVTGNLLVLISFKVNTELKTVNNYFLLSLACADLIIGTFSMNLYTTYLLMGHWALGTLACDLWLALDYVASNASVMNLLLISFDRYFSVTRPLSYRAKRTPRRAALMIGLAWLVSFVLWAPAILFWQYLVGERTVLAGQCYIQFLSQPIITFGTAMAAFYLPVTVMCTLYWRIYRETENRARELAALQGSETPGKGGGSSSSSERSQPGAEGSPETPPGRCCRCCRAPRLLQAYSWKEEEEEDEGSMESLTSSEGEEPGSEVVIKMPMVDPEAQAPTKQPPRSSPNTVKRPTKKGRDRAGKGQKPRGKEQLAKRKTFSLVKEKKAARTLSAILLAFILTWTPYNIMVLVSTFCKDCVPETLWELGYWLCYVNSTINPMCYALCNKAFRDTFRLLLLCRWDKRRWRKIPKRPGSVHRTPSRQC
M4 ag = human M4 muscarinic receptor agonists, primary screen, CHO-K1 cells, Fluo-8 calcium fluorescence; Muscarinic acetylcholine receptor M4 (Homo sapiens), P08173; CHO-K1 hM4/Gqi5; vehicle 0%, full acetylcholine response 100%; activation, % at 3 µM; 360,000 compounds, 0.14% hits;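 active = activation above the run mean over all test wells plus 3 SD, cut at about 32% in these data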;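 note: peak over basal fluorescence ratio per well then scaled between controls; 0% = DMSO wells and 100% = acetylcholine at EC100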
M5 antag = human M5 muscarinic receptor antagonists, primary screen, CHO cells, Fluo-8 calcium fluorescence | Muscarinic acetylcholine receptor M5 (Homo sapiens), P08912 | CHO-hM5 cells, ACh EC80 | inhibition, % at 3 µM | 360,000 compounds, 0.59% hits | AID 624040, 2012;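 active = inhibition above a per-plate cutoff, the mean of that plate's test compounds plus 3 SD, cut at about 27% in these data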;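 note: 0% = acetylcholine EC80 with DMSO and 100% = DMSO without agonist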
M4 antag = human M4 muscarinic receptor antagonists, primary screen, CHO cells, Fluo-8 calcium fluorescence | Muscarinic acetylcholine receptor M4 (Homo sapiens), P08173 | CHO-hM4 cells, ACh EC80 | inhibition, % at 3 µM | 360,000 compounds, 0.73% hits;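 active = inhibition above its plate's cutoff, the mean inhibition of sample wells plus 3 SD, cut at about 27% in these data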;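 note: 0% = acetylcholine EC80 with DMSO and 100% = DMSO without agonist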
* hit, by the source's call; / = no result given; & = joins results of further samples; ! = a repeat was not active. Only part of the results is shown (hit frequency here may not be typical).

SMILES	CRFBP-R2 agonist	CHRM5 PAM	CRFBP-R2 block	CHRM5 agonist	M4 PAM	M1 PAM	M4 ag	M5 antag	M4 antag
O=C1NC(=O)N(c2ccccc2)C(=O)/C1=C/C=C/c1ccco1	1.6	4	-43	4	14	14	3	6	3
CC12CCC3C(CCC4CC(=O)C(C(O)C(F)(F)F)CC43C)C1CCC2O (stereo not given)	-3.8	-8	6	-2	-1	10	2	20	8
Clc1cccc(C2NCCc3[nH]cnc32)c1 (stereo not given)	2.2	-1	-29	-4	7	3	1	4	1
CN(CCc1ccccc1)Cc1ccccc1[N+](=O)[O-]	-0.3	5	-6	-2	10	7	1	0	-4
Cn1c(O)c(C=Nc2ccc(Br)cc2)c(=O)n(C)c1=O	-1.6	3	-14	-3	5	3	1	0	0
CC(=NCc1ccc2c(c1)OCO2)c1c(O)n(C)c(=O)n(C)c1=O	-0.2	-2	0	2	-2	6	3	-4	5
CN1CCC(O)(c2ccccc2)C2CCCC21 (stereo not given)	-1.2	3	-12	-3	2	6	0	-5	-2
O=c1[nH]c(=O)n(Cc2ccccc2)c(O)c1/C=C1\C=Nc2ccccc21	46	9	-81	8	-4	2	2	0	9
CC(=O)Nc1ccc(N=Cc2c(O)n(Cc3ccco3)c(=O)[nH]c2=O)cc1	7.7	-4	-4	-3	-4	5	0	4	6
CC(C)(C)P(=O)(c1ccncc1)N1CCCC1 (stereo not given)	-0.6	-1	-6	1	4	7	2	1	-2
CC(C)C[C@@H]1COc2cc(N3CCN(C)CC3)ccc2S(=O)(=O)N1	/	5	/	2	1	/	1	-9	3
CCOP(=O)(OCC)OCC	-1.6	2	-2	3	6	-1	1	0	-9
O=C1NC(=S)N(c2ccccc2)C(=O)C1C(c1ccncc1)C1C(=O)NC(=S)N(c2ccccc2)C1=O (stereo not given)	1.1	0	5	-1	4	-1	2	4	-5
CNP(=S)(NC)OCCOc1ccc(OC)cc1	0.9	-2	-12	-2	2	2	1	-4	-7
COc1cc(C(=O)Nc2ccc(Br)cc2C(=O)c2ccccc2)cc(OC)c1OC	0.5	-1	3	0	9	4	0	2	9
CN(C)C=C1C(=O)N(C2CCCCC2)C(=O)N(C2CCCCC2)C1=O	47	4	15	-2	22	7	1	13	7
COC(=O)Cn1cc(C=C2C(=O)NC(=O)NC2=O)c2ccccc21	0.1	2	-26	-1	4	18	0	-1	-8
CCOc1ccccc1CN1CCCC(C(=O)c2cc(F)ccc2F)C1 (stereo not given)	0.2	-1	-5	-5	-13	-15	0	9	8
CC(C(N)=O)N1CC(c2ccccc2)CC1=O (stereo not given)	-1.3	0	-3	-1	0	8	0	-1	-2
CCC(CC)C1C(C#N)=C(N)Oc2c1c(=O)oc1ccccc21 (stereo not given)	3.2	-2	-42	3	0	-1	11	2	-2
CC(=O)O[C@H]1CC[C@@]2(C)C(=CC(=O)C3C2CC[C@@]2(C)C3C[C@H](OC(C)=O)[C@@H]2OC(C)=O)C1 (stereo not given in full)	-3.0	7	-13	4	1	8	2	4	1
CCOC(=O)C1(CCOc2ccccc2)CCN(C2Cc3ccccc3C2)CC1	-0.9	-18	0	-7	-17	-22	3	32*	3
Nc1c(Br)cc([N+](=O)[O-])cc1[N+](=O)[O-]	-1.3	-1	5	-2	6	1	1	1	-2
CCOC(=O)[C@]12Cc3ccc4ccccc4c3[C@H]1N(Cc1ccccc1)C(=O)c1ccccc12	/	1	/	-1	-1	/	-1	-10	-6
O=C(c1ccc(Cl)cc1)C1CCCN(Cc2cccc3cnccc23)C1 (stereo not given)	-1.2	-36	-5	-16	-45	-23	6	48*	48*
SMILES	CRFBP-R2 agonist	CHRM5 PAM	CRFBP-R2 block	CHRM5 agonist	M4 PAM	M1 PAM	M4 ag	M5 antag	M4 antag
Clc1cccc(Cl)c1NC1=NCCS1	3.0	-5	-7	-1	0	4	0	8	-11
C(#CCN1CCCC1)CN1CCCC1	0.3	-1	18	-7	4	5	0	0	15
C=CCN1Cc2ccccc2-n2nncc2C1	/	1	/	-6	8	4	0	-5	4
CC(C)n1c(=O)c(C=Nc2ccc(Br)cc2)c(O)n(Cc2ccco2)c1=O	3.3	-2	-8	-3	8	11	1	8	-8
COC(=O)C1=C(c2ccc(Cl)c(C(F)(F)F)c2)C[C@@H]2CC[C@H]1N2C(=O)NCCOc1ccccc1Cl	4.4	-1	1	3	-4	-1	1	-4	-2
O=c1cccc2n1CC1CC2CN(S(=O)(=O)c2ccccc2)C1 (stereo not given)	-0.3	1	-6	2	-2	-4	0	-3	5
C[C@]12CCC3C(CC[C@H]4C[C@H](O)CC[C@]34C)C1[C@@H](O)C[C@@H]2O (stereo not given in full)	-1.2	-4	16	7	4	5	1	2	-6
CCOC(=O)c1c(C=O)c2ccccc2n1Cc1ccccc1F	-0.3	-3	7	-6	-1	-3	0	4	-7
CN1CC[C@@]23CCCC[C@@H]2[C@@H]1Cc1ccc(O)cc13	0.2	-4	-14	-1	-1	17	0	-2	0
O=C(NC1CCCCC1)N1Cc2cc(N3CCCCC3)ccc2-n2nncc2C1	/	-9	/	-6	-5	-7	0	-2	-21
Cc1ccc(C(=O)N2CC2C)cc1 (stereo not given)	-2.6	7	9	-3	4	12	0	12	-1
CC(C)(C)n1nnnc1C(CCc1ccccc1)N1CCC(n2c(=O)[nH]c3ccccc32)CC1 (stereo not given)	/	-6	/	14	-4	13	12	9	7
C1CCC(NC2CCCCC2)CC1	-0.3	2	6	0	2	6	0	0	-5
O=C(CN1CC=C(c2ccccc2)CC1)NC(=O)NCc1ccco1	0.6	7	4	-6	9	4	-1	-11	13
CCOC(=O)C1C2NC(=O)N(Cc3ccccc3)C1(C)Oc1c(OC)cccc12 (stereo not given)	-1.3	-3	-4	5	3	3	4	-10	15
CO[C@H]1C=C2CCN(C)[C@H]2C2c3cc4c(cc3C(=O)O[C@@H]21)OCO4 (stereo not given in full)	-1.8	2	16	2	10	11	1	-2	-12
COc1ccccc1C=C1C(=O)NC(=S)NC1=O	-1.9	9	-5	4	15	8	2	1	4
CNC(C(=O)c1ccccc1)C(OC(C)=O)c1cccc([N+](=O)[O-])c1 (stereo not given)	-0.2	-3	-10	-5	-10	6	3	6	-1
CC1CCCC(NC(=O)COC(=O)Cc2ccccc2)C1C (stereo not given)	-1.7	-5	11	-2	-6	-8	-1	8	4
C[C@]12CC[C@H](OS(=O)(=O)O)CC1=CC[C@@H]1[C@@H]2CC[C@]2(C)C(=O)CC[C@@H]12	-0.6&1.3&-2.4	-3&2&1	-6&-18&-1	0&0&1	-1&-4&-3	5&4&6	0&2&-1	3&3&4	71*!
CC1(C)CN=C(Nc2nc3ccccc3s2)S1	-1.4	-1	6	0	0	-1	1	-11	-5
O=c1[nH]c(=O)n(Cc2ccc(F)cc2)c(O)c1C=NCCN1CCCCC1	-1.9	1	-1	-5	2	1	1	0	8
COc1ccc(N2C(=O)NC(=O)/C(=C\c3cn(CC(=O)N4CCOCC4)c4ccccc34)C2=O)c(OC)c1	-0.2	0	9	1	4	5	1	0	-9
Cc1ccc(-n2c(-c3ccc([N+](=O)[O-])cc3)nc3ccccc3c2=O)cc1	-0.3	-3	12	-3	-10	-5	1	-8	-9
Cc1nc2cc(C(F)(F)F)ccc2n1C1CCN(Cc2nnnn2Cc2ccc3c(c2)OCO3)CC1	0.4	-8	20	1	-9	8	10	8	8

Profiles, quoted from the list. Screens in order: CRFBP-R2 agonist, CHRM5 PAM, CRFBP-R2 block, CHRM5 agonist, M4 PAM, M1 PAM, M4 ag, M5 antag, M4 antag
Record of `CN1CC[C@@]23CCCC[C@@H]2[C@@H]1Cc1ccc(O)cc13` → 0.2, -4, -14, -1, -1, 17, 0, -2, 0
Record of `COc1ccc(N2C(=O)NC(=O)/C(=C\c3cn(CC(=O)N4CCOCC4)c4ccccc34)C2=O)c(OC)c1` → -0.2, 0, 9, 1, 4, 5, 1, 0, -9
Record of `Cc1ccc(-n2c(-c3ccc([N+](=O)[O-])cc3)nc3ccccc3c2=O)cc1` → -0.3, -3, 12, -3, -10, -5, 1, -8, -9

(listing goes on)
SMILES	CRFBP-R2 agonist	CHRM5 PAM	CRFBP-R2 block	CHRM5 agonist	M4 PAM	M1 PAM	M4 ag	M5 antag	M4 antag
CN1CCN(c2ccc(C=O)cc2)CC1	1.2	5	8	0	13	9	1	1	0
CCCCCCCCn1sccc1=O	8.0	-4	-21	8	-8	9	5	8	13
CC(C)(C)n1nnnc1C(c1ccnc2ccccc12)N1CCC2(CC1)C(=O)NCN2c1ccccc1 (stereo not given)	/	-3	/	5	-6	6	2	2	0
C[C@@H]1CN([C@H](C)CO)C(=O)CCCn2nncc2CO[C@H]1CN(C)C(=O)Oc1ccccc1	1.0	-3	10	2	0	3	1	0	-4
CC(=O)OC(C)(C)/C=C/C(=O)C(C)(O)C1C(O)CC2(C)C3CC=C4C(CC(O)C(=O)C4(C)C)C3(C)C(=O)CC12C (stereo not given)	-2.7	5	-40	3	16*	20	1	-3	-8
CC(C)c1ccccc1OCC(=O)N1CCCN(C)CC1	0.3	-9	1	-6	-5	-2	1	6	-2
O=C1CSC2(CN3CCC2CC3)N1 (stereo not given)	0.8	-3	16	-3	6	9	0	5	2
COC(=O)C(O)(c1ccc2c(c1)CCCN2)C(F)(F)F (stereo not given)	1.7	-12	9	-6	-1	-2	2	9	6
CCN1C(=O)C(=C2C=C(C)N(Cc3ccco3)C(C)=C2)C(=O)N(CC)C1=S	0.1	-1	-9	-5	-1	-3	4	4	-10
COC(=O)C1=C(c2ccc(OCc3ccccc3)cc2)C[C@@H]2CC[C@H]1N2C(=O)NC1CCN(Cc2ccccc2)CC1	2.5	-20	-7	-9	-8	-10	8	17	26
Brc1ccc2c(c1)CN(CC1CCCCC1)Cc1cnnn1-2	/	6	/	3	2	9	-2	-10	-8
O=C(COC(=O)Cc1ccccc1)Nc1ncc(Cl)cc1Cl	1.5	2	-7	-1	17	4	1	-12	-7
COc1ccc(OC)c(C(O)C2CCCCN2)c1 (stereo not given)	4.1	3	-9	-4	-5	9	0	-1	-2
CCC(C)(O)C(=O)OC1C(=O)OC2CC3C(C)=CC(O)C(O)C3(C)C3C4(O)OCC23C1C(C)C4O (stereo not given)	/	0	/	2	0	2	1	-1	-9
CCCCn1c(O)c(C(CC)=NCc2ccc(F)cc2)c(=O)[nH]c1=O	-1.2	-7	-24	3	-8	-2	5	2	3
O=C(O)C1C2CCC(O2)C1C(=O)Nc1ccc(Cl)cc1 (stereo not given)	5.0	-4	2	0	-7	5	2	2	2
O=c1[nH]c(=S)n(-c2ccccc2)c(O)c1C=NCCN1CCNCC1	-2.3	2	8	-5	-1	4	0	3	-17
CC12CCC3C(CCCC4CC(=O)CCC43C)C1CCC2O (stereo not given)	-1.0	-11	-19	-2	-1	-5	5	11	-6
Cc1ccc(CN2CCN(Cc3ccccc3)CC2)cc1	0.7	2	-14	-7	-5	5	0	-3	13
COc1ccc(NC(=O)N2Cc3ccccc3-n3nncc3C2)cc1	-1.0	2	-11	1	5	12	2	-6	-8
